KB-V1 MDR tox = qHTS assay for MDR1-selective chemotherapeutics: Primary screen using the drug-selected MDR subline cells KB-V1 | KB-V1 MDR cells viability, CellTiter-Glo, 72 h | Potency, µM (highest dose often 46.1 µM), for inactives: at the top dose activity change, negative = cytotoxicity, most hits filed as cytotoxic | 3.4% of 400,000 active; note: potency is the fitted concentration of half-maximal effect; % is set by controls: 0 for no effect and ±100 for the full control effect; nearly all actives have a fitted effect of over 60% in size
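qHTS viability screen in drug-selected KB-V1 MDR cells: 72 h compound treatment at 37 degrees C, ATP luminescence end point.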
GLP1R cytotox = qHTS of GLP-1 Receptor Inverse Agonists: Cytotox Screen | Potency, µM (highest dose often 38.3 µM), for inactives: at the top dose activity change, negative = inhibition, actives largely listed as inhibitors | 0.13% of 410,000 active | HEK293 cAMP-luciferase reporter cells, luminescence, 24 h;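 note: loss of luciferase light is scored as toxicity; potency is the fitted concentration of half-maximal effect; % is set by controls: 0 for no effect and ±100 for the full control effect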
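1536-well qHTS counterscreen of the MLSMR; 200 cells/uL, 12 h pre-incubation, 23 nL cpd, 24 h at 37 deg C 5% CO2, luciferase detection reagent, 12 min RT, luminescence. Inhibition = undesired.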
aSyn yeast inh = qHTS of alpha-syn Inhibitors; Yeast expressing alpha-synuclein, growth rescue, BacTiter-Glo, 24 h; Potency, µM (top dose mostly 46.1 µM), inactives show at the highest dose growth rescue (activation), usual class: activators; 0.14% of 370,000 active; note: potency is the fitted concentration of half-maximal effect; % of control where 0% means no effect; nearly all actives have a fitted effect of over 65% in size
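Galactose-induced alpha-syn yeast (OD600=0.02, raffinose-pregrown) + pinned cpd, 24 hr, 30 deg C; growth by BacTiter-Glo luminescence. Growth restoration scores as activation.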
D3 antag = qHTS of D3 Dopamine Receptor Antagonist: qHTS; D(3) dopamine receptor (Homo sapiens), P35462; D3R cells, DiscoveRx beta-arrestin luminescence, antagonist mode; active compounds read low; max response, negative = inhibition, %; 2.5% of 360,000 active; AID 652054, 2013; in the data active = max response below about -50%; inconclusive = no clear call, values can overlap the other calls; note: % is set by controls: 0 for no effect and ±100 for the full control effect; mostly tested at two doses, the higher about 12 µM
Target sequence (P35462 whole entry, looked up): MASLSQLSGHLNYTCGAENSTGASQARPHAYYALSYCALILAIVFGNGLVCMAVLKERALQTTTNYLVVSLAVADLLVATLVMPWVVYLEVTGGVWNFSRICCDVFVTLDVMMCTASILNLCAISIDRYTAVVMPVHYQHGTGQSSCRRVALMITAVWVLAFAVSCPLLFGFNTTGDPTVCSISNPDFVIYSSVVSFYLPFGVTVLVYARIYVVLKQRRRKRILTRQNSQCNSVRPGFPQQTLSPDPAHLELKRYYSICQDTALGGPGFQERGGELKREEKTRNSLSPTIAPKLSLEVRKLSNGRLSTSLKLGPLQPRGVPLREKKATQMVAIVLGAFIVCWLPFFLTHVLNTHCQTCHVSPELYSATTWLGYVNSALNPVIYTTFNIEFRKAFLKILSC
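Cells plated overnight at 1500 cells/well, then exposed to library compounds with dopamine controls for 90 minutes at 37 degrees C. DiscoveRx reagent added for 30–60 minutes at room temperature; luminescence read, quantitative HTS format.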
GLP1R inv ag = qHTS of GLP-1 Receptor Inverse Agonists (Inhibition Mode) | 1.6% of 410,000 active | Potency, µM (highest dose often 38.3 µM), inactives show top-dose activity change, negative = inhibition, actives largely listed as inhibitors | HEK293 GLP-1R CRE-luciferase, luminescence, 24 h; GLP-1R form is constitutively active; note: potency is the fitted concentration of half-maximal effect; % is set by controls: 0 for no effect and ±100 for the full control effect; nearly all actives have a fitted effect of over 55% in size
Target sequence (P43220 whole entry, looked up): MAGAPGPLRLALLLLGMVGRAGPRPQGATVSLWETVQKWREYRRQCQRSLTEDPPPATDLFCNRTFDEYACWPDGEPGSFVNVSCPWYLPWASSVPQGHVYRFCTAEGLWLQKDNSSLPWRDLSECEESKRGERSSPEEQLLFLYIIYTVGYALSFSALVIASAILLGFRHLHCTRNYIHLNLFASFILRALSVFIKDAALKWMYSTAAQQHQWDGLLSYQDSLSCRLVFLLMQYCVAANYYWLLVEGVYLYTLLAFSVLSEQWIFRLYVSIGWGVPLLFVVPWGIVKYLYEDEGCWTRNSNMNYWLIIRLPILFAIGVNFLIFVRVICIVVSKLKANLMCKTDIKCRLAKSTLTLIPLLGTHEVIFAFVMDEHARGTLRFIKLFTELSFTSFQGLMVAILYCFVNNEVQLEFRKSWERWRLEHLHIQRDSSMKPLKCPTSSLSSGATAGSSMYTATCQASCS
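Inverse agonists were sought by their lowering of basal cAMP reporter luciferase output in HEK293 cells stably carrying constitutively active human GLP-1R, after 24 h compound treatment.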
D3 ag = qHTS of D3 Dopamine Receptor Agonist: qHTS | D3R DiscoveRx beta-arrestin cells, luminescence, 90 min | max activation, % | 0.58% of 410,000 active | AID 652048, 2013; in the data active = max activation above about 30%; note: 0% is about no effect; mostly tested at two doses, the higher about 12 µM
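Agonist-mode cell screen: cells plated at 1500/well and incubated overnight at 37 °C, then exposed to library compounds for 90 min at 37 °C. Detection reagent was added for 30–60 min at room temperature, and luminescence was read.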
TDP-43 yeast inh = qHTS of TDP-43 Inhibitors; AID 652104, 2013; Potency, µM (top dose mostly 46.1 µM), for the others: at the top dose growth rescue (activation), usual class: activators; TDP-43 expressing yeast growth rescue, BacTiter-Glo, 24 h; 1.8% of 410,000 active; note: potency is the fitted concentration of half-maximal effect; % of control where 0% means no effect; nearly all actives have a fitted effect of over 50% in size
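Yeast cells expressing TDP-43 under galactose induction are exposed to compounds for 24 hr at 30 deg C. BacTiter-Glo luminescence measures growth, so protective compounds score as activators.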
PTHR1 agonist = qHTS for PTHR1 Agonists: Primary Screen; HEK293 GP2 PTHR1 cells, GloSensor cAMP luminescence, 1 h; Potency, µM (doses to about 115 µM), inactives show at the highest dose activation, usual class: activators; 0.075% of 410,000 active; note: potency is the fitted concentration of half-maximal effect; nearly all actives have a fitted effect of over 55% in size; some results filed as inactive show a strong effect at the top dose; inactives centre near -15; many of its hits are not listed in these tables
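HEK-293-derived GP2 cells expressing PTHR1 and a GloSensor cAMP reporter, 3,000/well, plated overnight, given luciferin plus IBMX (each 0.5 mM as added) for 1 h at 37 °C, then compound for 1 h at 37 °C. Luminescence was read after 15 min at room temperature.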
GLP-1R agonist = qHTS of GLP-1 Receptor Agonists; Glucagon-like peptide 1 receptor (Homo sapiens), P43220; HEK293 GLP-1R CRE-luciferase, luminescence, 4-6 h; cells express a hypersensitive GLP-1R form; Potency, µM (series often up to 45.6 µM), inactives show top-dose activation, usual class: activators; 0.007% of 380,000 active; note: potency is the fitted concentration of half-maximal effect; % of control where 0% means no effect
Starred values were filed as active, the others as inactive; i = inactive; ? = inconclusive; / = not tested or not shown; [ ] = remark or other dose. Unless noted, calls come from the whole dose curve; as a rule, active = well fitted curve in the direction sought with a large enough effect; inconclusive = small, poorly fitted or top-dose-only effect, or another doubt; inactive = no such curve, though single readings can be large; an effect the other way counts as inactive or inconclusive.

Compound,KB-V1 MDR tox,GLP1R cytotox,aSyn yeast inh,D3 antag,GLP1R inv ag,D3 ag,TDP-43 yeast inh,PTHR1 agonist,GLP-1R agonist
Cc1ccc(NC2SC(=O)N(Cc3cccc(C(=O)O)c3)C2=O)cc1 (stereo not given),5%,22%,12%,?,-14%,1,-3%,i,4%
COc1ccccc1C(=O)COC(=O)c1cccc(S(=O)(=O)N2CCCC2)c1,?,-5%,-8%,16,?,1,22%,-14%,7%
CCOC(=O)[C@]12CCCC=C1N(Cc1ccccc1)C(=O)[C@H](CC(=O)N1CCCC1)C2,?,1%,-1%,?,3%,-9,-12%,-1%,/
CC(C)N(Cc1nnc(-c2ccccc2Cl)o1)C(=O)COc1cccc(Cl)c1,?,1%,0%,20,?,4,4%,i,18%
COc1ccccc1CNC(=O)CSC1=Nc2ccccc2N=C(c2ccc(F)cc2)C1,8%,-4%,/,/,0%,-4,11%,-8%,1%
CC(C)(C)c1ccc(C(=O)NC(Cc2c[nH]c3ccccc23)C(=O)OCC(=O)c2ccccc2)cc1 (stereo not given),8%,-4%,/,/,-25%,1,5%,-18%,/
COc1ccc(NC(=O)CSc2nc(-c3ccc(C)cc3)cc(C(F)(F)F)c2C#N)cc1,3%,1%,1%,13,-8%,0,22%,i,-10%
COc1ccccc1OCc1nc(Cc2ccc(Cl)cc2)no1,14%,-11%,14%,24,?,2,?,-16%[57.5 µM],3%
CCCOc1ccc(CN(C(=O)c2cccc(OC)c2)C2CCS(=O)(=O)C2)cc1 (stereo not given),-15%,-1%,2%,-11,0%,-8,3%,i,-1%
CCc1nn(CC(=O)N2CCCCC2)c(=O)c2cc3sccc3n12,/,6%,/,/,18%,15,-4%,-32%[inhibitor],/
COc1ccc(C(=O)OCC(=O)c2c[nH]c3ccccc23)c(OC)c1,11%,-4%,11%,9,15%,2,23%,-22%,17%
COCCNC(=O)Cc1ccc(Br)cc1,-3%,0%,1%,8,1%,3,?,-6%,-1%
O=C(OCCOCCN=C1NS(=O)(=O)c2ccccc21)c1ccccc1,-5%,-8%,2%,2,21%,-3,-6%,i,7%
O=CNc1cc(-c2cccc(O)c2)cn2c(-c3ccc(F)cc3)cnc12,-1%,-11%,0%,0,19%,-3,1%,11%,13%
CNS(=O)(=O)c1cn(CC(=O)Nc2ccc(OC)cc2OC)cc1S(=O)(=O)NC,14%,-1%,/,/,1%,0,5%,i,/
Cc1csc2nc(O)c(C(=O)NC3CCCCC3C)c(=O)n12 (stereo not given),?,6%,-5%,10,-26%,12,-47%[inhibitor],-14%,7%
CC(OC(=O)CNC(=O)c1ccccc1F)C(=O)Nc1nc(-c2ccccc2)cs1 (stereo not given),-9%,-8%,5%,17,11%,3,?,-4%,2%
O=C(NCC(F)(F)F)c1csc([C@@H]2O[C@H](CO)[C@H](O)[C@H](O)[C@H]2O)n1,4%,-3%,-1%,8,17%,3,24%,i,-2%
Cc1cc(F)ccc1S(=O)(=O)N1CCCOC1CNC(=O)C(=O)NCCN1CCOCC1 (stereo not given),4%,-2%,-1%,16,1%,3,12%,i,-2%
CCN(C(=O)COC(=O)c1ncc(Cl)c(Cl)c1Cl)c1c(N)n(Cc2ccccc2)c(=O)[nH]c1=O,17%,2%,6%,16,6%,1,5%,12%,-6%
Cc1cccc(C(=O)NC2CCN(CC(=O)Nc3cccc(Cl)c3)CC2)c1,-33%,-9%,-2%,-14,?,-4,4%,-9%,11%
CCOC(=O)c1cc(-c2ccc(/C=C3/C(=O)N(c4ccc(C(=O)O)cc4)N=C3C)o2)ccc1Cl,11%,-2%,4%,7,-26%,2,13%,-15%,12%
COc1ccc(-c2nn(C)c(=O)c3ccccc23)cc1NC(=O)COc1ccc(C)cc1,-7%,0%,-1%,57,11%,-6,15%,-39%[57.5 µM],10%
COc1cc(C(=O)NN(CCC#N)C2=NS(=O)(=O)c3ccccc32)cc(OC)c1OC,?,3%,1%,3,40%[activator],-9,-10%,-6%,-1%
COc1ccc(CCNC(=O)COC(=O)Cc2cccc(F)c2)cc1,22%,0%,-7%,-7,0%,-8,-9%,i,10%
O=C1OC[C@H]2CCCN2C(=O)[C@@H](CC(=O)N(CCO)Cc2ccccc2)C/C=C\C[C@H]1Cc1ccc(F)cc1,0%,-6%,-8%,9,-29%,13,11%,i,8%
Cc1cccc(NC(=O)c2ccc(N3CCOCC3)c([N+](=O)[O-])c2)n1,?,3%[0.307 µM],2%,5,0%[0.307 µM],0,?,i,2%
Cc1ccc(CNC(=O)C(Cc2ccccc2)n2cccc2)cc1 (stereo not given),-4%,3%,-3%,-18,?,-19,-4%,-1%,12%
O=C(NCCc1c[nH]c2ccccc12)C(=O)NCC1OCCN1S(=O)(=O)c1ccc(F)cc1 (stereo not given),?,-7%,3%,20,?,4,18%,-31%[inhibitor],4%
O=C(CSc1nnnn1-c1ccccc1)NC1CCCc2ccccc21 (stereo not given),0%,-1%,6%,6,-27%,-1,11µM*,-21%,28%
CC(=O)Nc1ccc(S(=O)(=O)NC2=NCN(CCOC(=O)c3ccccc3)CN2)cc1,17%,1%,1%,7,12%,-2,-4%,?,1%
O=C(CCNc1ccc(F)c(Cl)c1)c1ccco1,19%,26%,-1%,-19,4%,-1,-2%,i,9%
CC1OC2(C)OC(=N)C1(C#N)C(C#N)(C#N)C2c1ccccc1 (stereo not given),-18%,52%[activator],6%,-10,-1%,-5,8%,i,0%
O=C(c1ccc(-c2ccc(Cl)cc2Cl)o1)N1CCOCC1,?,3%,5%,4,-30%,0,18µM*,-13%,28%
COc1ccc(C)cc1S(=O)(=O)N(C)CC(=O)Nc1ccc2c(c1)OCCO2,-52%,-17%,3%,-14,-26%,4,1%,-23%,6%
CCCCCCCc1ccc(C2NC(=S)NC3=C2C(=O)c2ccccc23)cc1 (stereo not given),12%,8%,-8%,-7,14%,1,-11%,-11%,2%
O=C(NCCC1=CCCCC1)c1cc2c(s1)CS(=O)(=O)C2,-10%,-17%,2%,3,3%,5,2%,-18%[57.5 µM],12%
CCOC(=O)c1sc(NC(=O)c2cc3ccccc3o2)nc1C,-19%,11%[0.307 µM],-2%,8,3%[0.307 µM],-11,19%,-26%,0%
COc1ccc(C2CC(=O)n3nc(C45CC6CC(CC(C6)C4)C5)nc3S2)cc1OC (stereo not given),-2%,-12%,0%,4,7%,2,1%,i,-1%
Cc1ccc(CNC(=O)c2[nH]c(C(F)(F)F)nc2-c2ccccc2)cc1,2%,-13%,-5%,-17,?,-12,0%,i,-1%
Cc1ccc(-c2noc(CCC(=O)NCCN3CCOCC3)n2)cc1,-13%,4%,1%,5,7%,-4,12%,i,0%
Cc1ccc(S(=O)(=O)Nc2ccc(-c3csc(-c4ccccc4)n3)cc2)cc1,?,3%[1.53 µM],24%,5,?,1,?,i,-7%
CSc1ccccc1OCc1cc(C(=O)N(Cc2nccn2C)C(C)C)no1,?,-3%,0%,6,19%,2,12%,i,13%
CNS(=O)(=O)c1cccc(C(=O)OCC(=O)NC(C)CCc2ccccc2)c1 (stereo not given),12%,-3%,7%,-3,19%,-2,27%,-18%,-2%
O=c1c(-c2ccc(Br)cc2)[n+]([O-])c2ccccc2n1OCc1ccccc1,2%,-1%,-7%,14,12%,7,12%,i,5%
COc1ccc(N(CC(=O)NC2CCCCC2)C(=O)c2ccc(C)s2)c(OC)c1,?,5%,2%,-10,-8%,0,4%,-6%,9%
Cc1ccnc(NS(=O)(=O)c2ccc(NC(=O)c3oc4ccc(F)cc4c3C)cc2)n1,-2%,4%,0%,-3,2%,4,8%,-15%,-1%
O=C(CCC(=O)OCC(=O)c1ccccc1)Nc1cccc2cccnc12,3%,21%,7%,-17,-16%,0,-13%,12%[57.5 µM],-1%
Cn1c(CNC(=O)C(Cc2ccccc2)NC(=O)c2cccc(F)c2)cc(=O)n(C)c1=O (stereo not given),22%,9%,5%,1,26%,4,1%,i,-7%
CCCCNC(=O)C1(C)CCN1C(=O)c1cncc(Br)c1 (stereo not given),2%,-28%,2%,8,-61%,-4,20%,-15%,-5%
CCCNC(=O)c1ccc(-n2c(-c3ccccc3)cc3c2CCCCC3)cc1,/,-9%,/,/,-12%,-21,3%,i,/

Whole records, quoted from the list.
Record of COc1ccccc1CNC(=O)CSC1=Nc2ccccc2N=C(c2ccc(F)cc2)C1 → KB-V1 MDR tox = 8%; GLP1R cytotox = -4%; aSyn yeast inh = /; D3 antag = /; GLP1R inv ag = 0%; D3 ag = -4; TDP-43 yeast inh = 11%; PTHR1 agonist = -8%; GLP-1R agonist = 1%
Record of COc1ccc(C2CC(=O)n3nc(C45CC6CC(CC(C6)C4)C5)nc3S2)cc1OC (stereo not given) → KB-V1 MDR tox = -2%; GLP1R cytotox = -12%; aSyn yeast inh = 0%; D3 antag = 4; GLP1R inv ag = 7%; D3 ag = 2; TDP-43 yeast inh = 1%; PTHR1 agonist = i; GLP-1R agonist = -1%

Reprinted at random: three records from the list, in no set order.
Compound,KB-V1 MDR tox,GLP1R cytotox,aSyn yeast inh,D3 antag,GLP1R inv ag,D3 ag,TDP-43 yeast inh,PTHR1 agonist,GLP-1R agonist
Cc1ccc(S(=O)(=O)Nc2ccc(-c3csc(-c4ccccc4)n3)cc2)cc1,?,3%[1.53 µM],24%,5,?,1,?,i,-7%
CCCNC(=O)c1ccc(-n2c(-c3ccccc3)cc3c2CCCCC3)cc1,/,-9%,/,/,-12%,-21,3%,i,/
O=C(CCC(=O)OCC(=O)c1ccccc1)Nc1cccc2cccnc12,3%,21%,7%,-17,-16%,0,-13%,12%[57.5 µM],-1%

Some of the compounds tested. The share of hits here may be higher or lower than overall.
